Screening results (PubChem)
mcGAS inh = cyclic GMP-AMP synthase inhibitors, mouse, primary biochemical chemiluminescence | AID 1259399, 2018 | inhibition, % at 12.5 µM | hit rate 0.15% among 160,000 | recombinant cGAS, Kinase-Glo ATP depletion luminescence | Q8C6L5;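 further: 0% = negative control wells and 100% = reference inhibitor with no enzyme activity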
NPYLR7 agonist = agonists of mosquito NPYLR7 receptor, primary screen, cell-based, Aedes aegypti, calcium fluorescence, mosquito biting behavior; Aedes aegypti neuropeptide Y-like receptor 7 (NPYLR7); HEK293T NPYLR7/Galpha15, GCaMP6s calcium fluorescence; activation, % at 10 µM; hit rate 0.15% among 270,000; AID 1259423, 2018; in the data active means activation above about 40%;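 further: 0% = vehicle and 100% = reference agonist at the receptor; some compounds past the cut are filed as inactive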
hcGAS lum = Primary biochemical luminescence assay for human cyclic GMP-AMP synthase inhibitors | hit rate 0.081% among 290,000 | recombinant h-cGAS, ATP depletion, Kinase-Glo luminescence | inhibition, % at 12.5 µM;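 further: 0% = vehicle reaction and 100% = reaction without DNA for no activity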
Target sequence (Q8N884 whole entry, looked up): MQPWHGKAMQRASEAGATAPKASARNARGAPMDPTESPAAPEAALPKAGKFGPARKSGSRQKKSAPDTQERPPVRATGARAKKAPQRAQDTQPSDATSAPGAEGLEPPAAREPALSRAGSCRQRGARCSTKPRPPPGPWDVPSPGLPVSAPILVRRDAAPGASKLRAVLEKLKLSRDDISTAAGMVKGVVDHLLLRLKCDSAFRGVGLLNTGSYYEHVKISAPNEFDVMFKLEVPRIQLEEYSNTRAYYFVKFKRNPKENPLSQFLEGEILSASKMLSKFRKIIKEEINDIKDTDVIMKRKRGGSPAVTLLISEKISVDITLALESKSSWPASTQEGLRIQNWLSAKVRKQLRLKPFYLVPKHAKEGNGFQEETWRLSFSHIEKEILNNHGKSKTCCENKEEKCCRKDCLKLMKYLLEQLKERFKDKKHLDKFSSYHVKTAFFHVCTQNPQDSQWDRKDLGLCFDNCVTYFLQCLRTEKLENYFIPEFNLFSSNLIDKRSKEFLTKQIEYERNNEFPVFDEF
* marks the source's active call; other numbers are inactive results; nt = no result given; & = joins results of further samples. Unless noted, no stated cut-off is given here; in the data, active means inhibition above about 40%; inactive means the rest. This is a random part of the collection, and some 0.27% of all compounds hit somewhere here.

mol	mcGAS inh	NPYLR7 agonist	hcGAS lum
CCC(C(=O)OC)N(C(=O)c1ccc(C#N)cc1)c1ccccc1 (stereo not given)	nt	10	-7
CCCCc1ccc(S(=O)(=O)c2cnc(SCC(=O)Nc3ccc(F)cc3)[nH]c2=O)cc1	-7	-2	-3
O=C1OCc2ccc(NS(=O)(=O)NCc3ccccc3)cc21	-14	nt	-10
Cc1ccc(OCC(=O)n2nc(C)c(Sc3ccccc3[N+](=O)[O-])c2C)cc1	-3	-8	-2
CC1(C)NC(=O)N(CC(=O)O)C1=O	nt	4	-3
COc1ccc(CC(=O)Nc2cc(C)nn2C(C)C)cc1C	-2	nt	1
Cc1ccccc1-c1noc(CNCCc2c[nH]c3c(C)cccc23)n1	nt	15	-5
CCCc1c(C)nn(-c2ccc(C(=O)Nc3ccc(OC)nc3)cc2)c1C	-4	-3	-3

Whole records as entered above:
`Cc1ccccc1-c1noc(CNCCc2c[nH]c3c(C)cccc23)n1` is listed as mcGAS inh = nt; NPYLR7 agonist = 15; hcGAS lum = -5
`CCCc1c(C)nn(-c2ccc(C(=O)Nc3ccc(OC)nc3)cc2)c1C` is listed as mcGAS inh = -4; NPYLR7 agonist = -3; hcGAS lum = -3

Next part:
mol	mcGAS inh	NPYLR7 agonist	hcGAS lum
O=C(CO/N=C\c1ccccc1Cl)N=Nc1c(O)n(CN2CCCC2)c2ccccc12	-3	4	-3
C=CCOC(=O)C1=C(C)NC(=O)NC1c1ccccc1Cl (stereo not given)	1	-13	1
CN(C)C(=O)CN1CCN(C(=O)CSc2nnnn2C2CCCCC2)CC1	nt	11	-1
CCCS(=O)(=O)NC1CCN(C(=O)NCc2ccc(OC)cc2)CC1	nt	10	-8
Cc1cc2c(=O)n(NC(=O)C(C)n3nc(C(F)F)c(Cl)c3C)c(C)nc2s1 (stereo not given)	nt	5	-10
NS(=O)(=O)c1ccccc1NS(=O)(=O)c1ccc(OC(F)(F)F)cc1	nt	-1	-2
CN(CC(=O)Nc1c(Cl)cccc1Cl)C(=O)CCn1cnc2ccccc2c1=O	nt	0	3
Cc1c(C(=O)NC(C)C)oc2c1-c1[nH]ncc1CC2	nt	0	-7

mol	mcGAS inh	NPYLR7 agonist	hcGAS lum
Cc1ccc(N=Nc2c(C)[nH]n(-c3nc(-c4cccc([N+](=O)[O-])c4)cs3)c2=O)cc1Br	-5	-5	-6
CCOCC1CCN(Cc2ccc(C(=O)OC)o2)CC1	nt	5	-5
COC(=O)c1c(C)[nH]c(C(=O)OCC(=O)c2cccc(F)c2)c1C	nt	-13	1
CC(NC(=O)CCSc1ccccc1)c1ccc(-n2cncn2)cc1 (stereo not given)	-2	-10	1
CCC1CN(c2ncccc2C(=O)Nc2ccc(Br)cc2)CCO1 (stereo not given)	nt	5	-3
CCOc1ccc(C(=O)NNc2ccccc2C(F)(F)F)cn1	nt	7	-2
CN(CCc1cnn(C)c1)Cc1nc(-c2cccc(Cl)c2)no1	nt	2	-10
CCn1c(SCC(=O)N(C)CC(=O)N(C)C)nc2ccccc21	nt	0	-10

mol	mcGAS inh	NPYLR7 agonist	hcGAS lum
O=C(NCC1CCCN(C(=O)CCN2CCCO2)C1)c1ccc(-c2ccccc2)cc1 (stereo not given)	nt	-3&9	-4&-8
CCCCCN(CC(=O)N1CCc2sccc2C1c1ccc(Cl)cc1Cl)C(=O)c1cccs1 (stereo not given)	-4	22	-1
CCOC(=O)C(=O)N1CCN(Cc2cc(=O)c(OCc3ccc(C(C)(C)C)cc3)co2)CC1	-6	24	-12
CSc1nn(CC(=O)Nc2ccc(Cl)cc2)c(N)c1S(=O)(=O)c1ccccc1	-6	-1	1
CC(C)C(NC(=O)CN1CCSC1=O)c1ccc(C2CCCCC2)cc1 (stereo not given)	-5	8	-4
O=C(NCc1cccc(F)c1)c1ccc(-c2cccc(Cl)c2)s1	-6	5	-8
O=C(CC1COCCN1)NCCSc1ccccn1 (stereo not given)	nt	-4	-4
CN=c1scc(-c2ccccc2F)n1N=Cc1ccccc1O	nt	-1	-1

Shown with two lines to a compound: entries from further up.
Below each SMILES – mcGAS inh, NPYLR7 agonist, hcGAS lum
> O=C(NCc1cccc(F)c1)c1ccc(-c2cccc(Cl)c2)s1
→ -6, 5, -8
> CC(C)C(NC(=O)CN1CCSC1=O)c1ccc(C2CCCCC2)cc1 (stereo not given)
→ -5, 8, -4
> O=C(NCC1CCCN(C(=O)CCN2CCCO2)C1)c1ccc(-c2ccccc2)cc1 (stereo not given)
→ nt, -3&9, -4&-8
> CSc1nn(CC(=O)Nc2ccc(Cl)cc2)c(N)c1S(=O)(=O)c1ccccc1
→ -6, -1, 1
> CN=c1scc(-c2ccccc2F)n1N=Cc1ccccc1O
→ nt, -1, -1

Additional structures.
mol	mcGAS inh	NPYLR7 agonist	hcGAS lum
CC(C)Oc1cc(C(=O)O)ccn1	nt	-1	-7
Cc1cn2c3c(=O)n(CCCc4ccccc4)c(=O)n(C)c3nc2n1CCN1CCOCC1	nt	-10	8
CCNC(=O)NC(C(=O)OC)C12CC3CC(CC(C3)C1)C2 (stereo not given)	1	nt	2
O=C(Cn1nc2c(c1NC(=O)c1cccs1)CSC2)NCc1ccccc1	1	-6	0
NC1CCC(Nc2nccc(CCC(F)(F)F)n2)CC1 (stereo not given)	-15	0	-8
CN(C)c1ccc(CNC(=O)Nc2cc(C(F)(F)F)no2)cc1	nt	-6	-1
CC(=O)Oc1c(C)cc(CNC(C)Cn2cccn2)cc1C (stereo not given)	-9	13	-6
Cc1ccc(C)c2[nH]c(=O)c(CCNC(=O)CCC3CCCCC3)cc12	-6	-2	-1

mol	mcGAS inh	NPYLR7 agonist	hcGAS lum
O=C(c1ccc2c(c1)OCO2)N1CCN(c2nccc(-c3cccc(C(F)(F)F)c3)n2)CC1	-7	35	-6
CCNC(C)C(=O)N1c2ccccc2CCc2ccc(NC(=O)OCC)cc21 (stereo not given)	-6	-10	-2
CN(C)c1ccc(-c2cc(Nc3ccc(C(C)(C)C)cc3)ncn2)cc1	nt	-7	-3
CCc1nc2c(OCC=C(C)C)cccn2c1N(C)C(=O)COc1ccccc1	-2	1	-4
CC(=O)NNc1nc(C)cc(=O)[nH]1	-6	5	-4
CCOC(=O)C1CCCN(CC(=O)N2N=C(c3ccc(C)cc3C)CC2c2ccc(OC)cc2OC)C1 (stereo not given)	0	2	-1
CC(c1ccccc1)N1CCN(C(=O)c2ccc(C#N)cc2)CC1 (stereo not given)	-1	-3	1
CC(=O)N1CSCC1C(=O)OCc1ccccn1 (stereo not given)	nt	0	-6

Among those listed so far, these contain bromine:
mol	mcGAS inh	NPYLR7 agonist	hcGAS lum
Cc1ccc(N=Nc2c(C)[nH]n(-c3nc(-c4cccc([N+](=O)[O-])c4)cs3)c2=O)cc1Br	-5	-5	-6
CCC1CN(c2ncccc2C(=O)Nc2ccc(Br)cc2)CCO1 (stereo not given)	nt	5	-3

The list continues.
mol	mcGAS inh	NPYLR7 agonist	hcGAS lum
CCN(CC)C(=O)Oc1ccc2c(ccn2Cc2ccc(Br)cc2)c1-c1ccc(OC)c(OC)c1	-6	9	-4
CCCC(O)CN(Cc1nc2scc(-c3cccc(Cl)c3)c2c(=O)[nH]1)Cc1ccco1 (stereo not given)	1	12	2
Cc1cc(S(=O)(=O)N2CCOCC2)c(C)cc1Br	nt	2	-8
O=C(Nc1ccccc1)C1CCCN(Cn2nnc3ccccc3c2=O)C1 (stereo not given)	-2	-3	0
COC(=O)c1ccc(C(=O)NC2CC3CCC(C2)N3CCc2ccc(OC)c(OC)c2)cc1 (stereo not given)	-4	23	-1
O=C(COc1ccc(Cl)c2ccccc12)N1CCC(C(=O)N2CCCCCC2)CC1	nt	-2	-5
Cc1nc(Cc2ccc(OC(C)C)cc2)[nH]c(=O)c1CC(=O)O	-6	0	-10
Cc1ccnc(NC(=O)CCNS(=O)(=O)c2c(C)cc(C)cc2C)c1	nt	12	-6

mol	mcGAS inh	NPYLR7 agonist	hcGAS lum
O=C(CN1CN(c2ccccc2)C2(CCN(C(=O)c3ccc(Cl)cc3)CC2)C1=O)NC1CCCCC1	-5	33	-6
O=S(=O)(NCc1ccccc1)NCc1nnc2n1CCCC2	nt	5	-6
Cc1nc(-c2cccnc2)ncc1C(=O)N1CC(c2ccncc2)C1	-13	2	3
O=C(CCOc1ccccc1)N(Cc1ccccn1)c1nc2ccc(F)cc2s1	-10	3	-8
CCCc1cc(=O)[nH]c(-n2nc(C)cc2NC(=O)c2ccc(OC)cc2)n1	-7	17	-6
COc1ccc(NC(=O)CSc2ccc3nnc(-c4ccc(C)cc4)n3n2)cc1	-7	17	-5
O=C(O)c1cc(-c2ccoc2)cc(S(=O)(=O)N2CCSCC2)c1	nt	-4	0
O=C(NC1CC1)c1ccc(-c2cnc3c(Nc4cccc(OC(F)(F)C(F)F)c4)nccn23)cc1	-2	0	-8

mol	mcGAS inh	NPYLR7 agonist	hcGAS lum
CC1(C(=O)NS(=O)(=O)c2cccc(C#N)c2)CCN1C(=O)COc1ccc(Cl)cc1 (stereo not given)	nt	7	-8
CCN(CC)c1ccc(C(=O)Nc2ccc(NC(=O)OC)cc2)c(O)c1	nt	1	-6
COc1ccc(S(=O)(=O)NC(=O)C2(C)CCN2C(=O)CC2CC2)cc1OC (stereo not given)	nt	4	-6
CC(C)(C)C(=O)N1CCN(c2ncnc3c2nnn3-c2ccc(F)cc2)CC1	-6	-3	-7
O=C(c1nc2sccn2c1CNCCCn1ccnc1)N1CCCC1	-4	2	-4
CS(=O)(=O)NCC(=O)NCc1cnn2ccccc12	nt	8	0
Clc1cccc(-n2ncc3c(N4CCNCC4)nc(Cc4ccccc4)nc32)c1	nt	-11	1
Cc1ccc2oc(CN(Cc3ccncc3)C(=O)C3C[C@@H]3c3ccccc3)nc2c1 (stereo not given in full)	-4	-1	-2

Three structures from above, sorted by SMILES length, falling:
mol	mcGAS inh	NPYLR7 agonist	hcGAS lum
CC1(C(=O)NS(=O)(=O)c2cccc(C#N)c2)CCN1C(=O)COc1ccc(Cl)cc1 (stereo not given)	nt	7	-8
O=C(c1nc2sccn2c1CNCCCn1ccnc1)N1CCCC1	-4	2	-4
CS(=O)(=O)NCC(=O)NCc1cnn2ccccc12	nt	8	0

Later entries:
mol	mcGAS inh	NPYLR7 agonist	hcGAS lum
CCOC(=O)N1CCN(Cc2nc(-c3ccc(OC)cc3F)oc2C)CC1	1	-9	6
COc1ccc(C(=O)Oc2cccc(NC3=NS(=O)(=O)c4ccccc43)c2)cc1OC	-7	3	-3
Cc1ccc(C(C)C)c(OCC(=O)n2ccccc2=NC(C)C)c1	-7	0	-10
O=C(CCl)c1ccc(NC(=O)c2ccco2)cc1	78*	10	-6
COC(=O)C(CC(C)C)NC(=O)CCC1CCCCC1 (stereo not given)	-4	-5	-9
Cc1noc(-c2ccncc2)c1C(=O)N(C)CCc1ccccn1	-6	-2	-2
CCc1ccc(CNC(=O)c2cc(-c3sc(C)nc3C)[nH]n2)cc1	-2	nt	0
O=C(O)CCCCN1C(=O)CSC1=S	nt	-3	-2

mol	mcGAS inh	NPYLR7 agonist	hcGAS lum
O=C(NCCN1CCCCCC1=O)c1cccnc1Oc1ccc(Br)cc1	nt	13	-10
CCc1cc(NC(C)CN2CCOCC2)nc(N(C)C)n1 (stereo not given)	-8	nt	-15
CCCCN(CCC(=O)O)c1nc(Cc2ccc(F)cc2)ns1	nt	-20	2
CCCn1cc(C(=O)N2CCCC3(CN(C)C(=O)O3)C2)c(C)n1 (stereo not given)	nt	6	-2
Nc1c(C(=O)Nc2cccc(Cl)c2)c2ccccn2c1C(=O)c1ccc(F)cc1	-7	-5	-4
COC(=O)c1ccc(CNc2nc(-c3cccnc3)nc3ccccc23)cc1	-8	1	-9
COc1ccc(C(=O)Nc2nc3ccc(C)cc3s2)cc1[N+](=O)[O-]	-6	-12	-4
COCCN1CCCC(O)(CN2CCSCC2)C1=O (stereo not given)	nt	6	-11
